CSN deneddyl inh – inhibitors of CSN-mediated cullin deneddylation, primary screen, biochemical, fluorescence polarization, uHTS; Purified CSN, SCF-Nedd8-OG deneddylation; inhibition, % at 12.5 µM; 360,000 compounds, 0.38% hits;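 active means pattern-corrected inhibition above about 35%, with an unprinted fluorescence ratio check between 0.5 and 1.5, limit read from the data, passing the limit was not always enough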;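 further: 0% = enzyme with substrate and 100% = substrate without enzyme; some results filed as inactive read as strong as hits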
Target sequence (Q92905 whole entry, looked up, one chain of several): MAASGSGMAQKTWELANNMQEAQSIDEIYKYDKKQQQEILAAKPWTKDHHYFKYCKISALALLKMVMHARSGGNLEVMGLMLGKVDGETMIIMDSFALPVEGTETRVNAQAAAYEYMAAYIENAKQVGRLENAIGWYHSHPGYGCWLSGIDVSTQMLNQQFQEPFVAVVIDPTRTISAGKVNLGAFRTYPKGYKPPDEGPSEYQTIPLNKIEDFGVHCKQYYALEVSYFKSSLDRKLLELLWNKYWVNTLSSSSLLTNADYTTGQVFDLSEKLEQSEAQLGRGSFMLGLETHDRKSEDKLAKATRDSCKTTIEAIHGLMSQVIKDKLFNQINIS
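assay system = purified human Csn5 enzyme expressed in HEK293T cells | amount = 0.24 nM enzyme | buffer or medium = Tris/NaCl/DTT buffer, pH 7.5 | reagent = 10 nM SCFSkp2-Nedd8OG | compound = one concentration, 12.5 µM, 0.25% DMSO | times = 90 min reaction at room temperature | signal = FP | read-out basis = % inhibition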
PABP1 MLLE inh – inhibitors of PABP1 MLLE–PAM2 peptide binding, primary screen, biochemical, fluorescence polarization, FITC-PAM2, GST-MLLE | Polyadenylate-binding protein 1 (Homo sapiens), P11940 | inhibition, % at 20 µM | 360,000 compounds, 0.36% hits; in the data active means inhibition above about 35%, passing the limit was not always enough;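 further: plate controls were DMSO wells with GST-MLLE for no effect and wells lacking GST-MLLE protein for full effect; some results filed as inactive read as strong as hits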
NadD block – inhibitors of S. aureus NadD, primary screen, biochemical, colorimetric, uHTS. purified NadD enzyme, colorimetric absorbance read-out. Nicotinate-nucleotide adenylyltransferase NadD (Staphylococcus aureus N315). 360,000 compounds, 0.78% hits. AID 602399, 2012. inhibition, % at 20 µM; in the data active means inhibition above about 26%; further: some compounds past the cut are filed as inactive
Tb MetRS inh – T. brucei MetRS inhibitors, primary screen, biochemical, luminescence. purified T. brucei MetRS, ATP depletion, Kinase-Glo luminescence. inhibition, % at 11.9 µM. methionyl-tRNA synthetase (Trypanosoma brucei brucei). 360,000 compounds, 0.4% hits;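 active means inhibition above a per-plate cutoff of the control wells' mean inhibition plus 3 SD, cut at about 5.5% in these data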;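 further: 0% = DMSO wells median and 100% = median of wells with control inhibitor compound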
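Assay system: T. brucei methionyl-tRNA synthetase, purified | Medium: HEPES buffer with MgCl2, KCl, DTT, spermine, BSA, pyrophosphatase | Compound: 11.9 µM single point | Incubation: 15 min enzyme-compound preincubation, 2 h reaction, 10 min detection, 25 °C | Measured by: Kinase-Glo luciferase luminescence reporting remaining unconsumed ATP | Measure: % inhibition normalized to control-well medians | Replication: Singlicate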
LMPTP block – LMPTP phosphatase inhibitors, primary screen, biochemical, fluorescence intensity, uHTS; recombinant LMPTP-A, OMFP fluorogenic substrate; Low molecular weight phosphotyrosine protein phosphatase (Homo sapiens), P24666; AID 651560, 2012; 360,000 compounds, 0.22% hits; inhibition, % at 20 µM;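 active means compounds that cut the enzyme signal by at least half of the control window in the single-dose screen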;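 further: plate controls were DMSO wells with enzyme plus substrate for no effect and substrate without enzyme for full effect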
Target sequence (P24666 whole entry, looked up): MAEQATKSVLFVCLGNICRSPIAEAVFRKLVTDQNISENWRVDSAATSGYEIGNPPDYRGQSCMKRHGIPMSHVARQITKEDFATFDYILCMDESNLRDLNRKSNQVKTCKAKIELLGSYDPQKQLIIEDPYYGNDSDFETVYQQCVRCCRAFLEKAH
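Test system: LMPTP-A phosphatase enzyme; input: 0.625 nM LMPTP-A final; reagent: OMFP substrate, 400 µM final; compound dosing: 20 µM single dose, 3% DMSO; incubation: 50 min dark incubation at room temperature; measured by: endpoint fluorescence intensity from OMFP dephosphorylation; measure: % inhibition relative to no-enzyme and uninhibited control wells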
SUMO1 PPI mod – modulators of SUMO1 protein-protein interactions, primary screen, biochemical, uHTS; Small ubiquitin-related modifier 1 (Homo sapiens), P63165; SUMO1 binding to a labelled peptide, TR-FRET, 1 h; inhibition, % at 20 µM; 360,000 compounds, 0.33% hits; AID 602429, 2012; in the data active means inhibition above about 37%
Target sequence (P63165 whole entry, looked up): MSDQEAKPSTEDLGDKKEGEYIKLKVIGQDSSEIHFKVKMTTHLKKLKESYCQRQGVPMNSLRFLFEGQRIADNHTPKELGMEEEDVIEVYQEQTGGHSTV
DNMT1 block – human DNMT1 methyltransferase inhibitors, primary screen, biochemical, molecular beacon, fluorescence, HinP1I cleavage, uHTS | DNA (cytosine-5)-methyltransferase 1 (Homo sapiens), P26358 | inhibition (reported as % activation of signal), % at 10 µM | 360,000 compounds, 0.83% hits | AID 588458, 2011; in the data active means inhibition above about 50%
Rpn11 block – Rpn11 (PSMD14) deubiquitinase inhibitors, primary screen, biochemical, fluorescence polarization, uHTS. 360,000 compounds, 0.59% hits. calls only at 20 µM. 26S proteasome non-ATPase regulatory subunit 14 (Homo sapiens), O00487. human 26S proteasome, Ub4-pepOG fluorescence polarization; 20S core pre-blocked with epoxomicin. AID 588493, 2011;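 active means inhibition at 20 µM, scaled to each plate's controls, above about 33%, limit read from the data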
Target sequence (O00487 whole entry, looked up): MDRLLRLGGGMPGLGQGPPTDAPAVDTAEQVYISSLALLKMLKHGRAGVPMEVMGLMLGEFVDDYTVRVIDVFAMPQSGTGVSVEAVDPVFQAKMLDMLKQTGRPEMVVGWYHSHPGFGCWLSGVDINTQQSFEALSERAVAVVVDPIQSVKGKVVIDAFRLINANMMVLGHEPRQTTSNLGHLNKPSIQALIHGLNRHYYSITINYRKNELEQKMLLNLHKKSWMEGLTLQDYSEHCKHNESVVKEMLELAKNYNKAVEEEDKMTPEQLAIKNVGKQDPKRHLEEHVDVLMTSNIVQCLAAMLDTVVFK
STEP block – STEP phosphatase inhibitors, primary screen, biochemical, fluorescence intensity, uHTS | recombinant STEP, OMFP fluorogenic substrate | inhibition, % at 20 µM | 360,000 compounds, 0.25% hits;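 active means inhibition at 20 µM, scaled per plate between control wells, above about 37%, limit read from the data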;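 further: 0% = DMSO with enzyme and substrate and 100% = substrate only without enzyme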
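System: isolated STEP enzyme; schedule: 20 min enzyme reaction at room temperature, protected from light; medium: Bis-Tris buffer pH 6.0, 2.5 mM DTT, 0.005% Tween 20; signal: fluorescence, 480/540 nm; dosing: single compound dose of 20 µM, 1% DMSO final; also added: OMFP substrate, 25 µM final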
Scp1 inh – Scp-1 phosphatase inhibitors, primary screen, biochemical, colorimetric, uHTS. Carboxy-terminal domain RNA polymerase II polypeptide A small phosphatase 1 (Homo …. Recombinant Scp1, phosphopeptide, malachite green phosphate absorbance. inhibition, % at 20 µM. 340,000 compounds, 0.88% hits. AID 493091, 2011;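 active means inhibition above about 50% at 20 µM, limit read from the data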;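 further: plate controls were DMSO wells with enzyme for no effect and wells lacking enzyme for full effect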
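Material – SCP-1 phosphatase catalytic domain, residues 76-261 · Buffer or medium – Acidic Tris acetate buffer with magnesium and detergent · Also added – Phospho 17-mer peptide substrate · Compound – single 20 µM dose, 1% DMSO · Times – 45 min room-temperature reaction, 5 min colour, 30 min stabiliser · Technique – Phosphate-binding colour reagent, absorbance read at 630 nm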
The depositor's hits bear a star. No enrichment for hits; overall some 3.6% were active at least once.

Screening COc1ccc(NC(=S)N2CCC(N(C)CC3CCCO3)CC2)cc1Cl (stereo not drawn) returned CSN deneddyl inh -13, PABP1 MLLE inh 4, NadD block -5, Tb MetRS inh -0.9, LMPTP block -5.1, SUMO1 PPI mod -2, DNMT1 block 7, Rpn11 block inactive, STEP block 50* and Scp1 inh 2.
Cc1cccc(C)c1NC(=O)C1(C)CSCC(=O)N1CCOc1ccccc1 (stereo not drawn) was read as CSN deneddyl inh 1, Tb MetRS inh -0.4, LMPTP block 0.0 and SUMO1 PPI mod -1.
For Cc1c(NC(=S)NC(=O)C(C)(C)C)c(=O)n(-c2ccccc2)n1C the results were CSN deneddyl inh 0, PABP1 MLLE inh 3, NadD block -1, Tb MetRS inh -0.1, LMPTP block -2.1, SUMO1 PPI mod -1, DNMT1 block 5, Rpn11 block inactive, STEP block -1 and Scp1 inh 0.
`CCS(=O)(=O)Nc1ccc(-c2nnc(SCC(=O)c3cccc(OC)c3)o2)cc1` gave CSN deneddyl inh 0, PABP1 MLLE inh -81, NadD block -2, Tb MetRS inh -0.8, LMPTP block -1.1, SUMO1 PPI mod 1, DNMT1 block 2, Rpn11 block inactive, STEP block -2 and Scp1 inh -5.
CCOc1ccc(C2NC(=O)c3n[nH]c(C)c32)cc1 (stereo not drawn) was read as CSN deneddyl inh -6, PABP1 MLLE inh 4, NadD block -8, Tb MetRS inh -0.7, LMPTP block -1.7, SUMO1 PPI mod -4, DNMT1 block 1, Rpn11 block inactive, STEP block 2 and Scp1 inh -7.
`O=C(Cn1nc(-c2ccccc2Cl)ccc1=O)Nc1ccc(Br)cc1` gave CSN deneddyl inh 3, PABP1 MLLE inh -1, NadD block -3, Tb MetRS inh 0.1, LMPTP block -3.3, SUMO1 PPI mod 1, DNMT1 block 1, Rpn11 block inactive, STEP block -3 and Scp1 inh -7.
`COCCn1c(N)c(Sc2ccccc2[N+](=O)[O-])c(=O)[nH]c1=O` gave CSN deneddyl inh -3, PABP1 MLLE inh 5, NadD block -1, Tb MetRS inh -0.3, LMPTP block -0.2, SUMO1 PPI mod -19, DNMT1 block -1, Rpn11 block inactive, STEP block 1 and Scp1 inh -2.
For COc1ccc(NS(=O)(=O)c2ccc(C)c(C(=O)O)c2)cc1 the results were CSN deneddyl inh 5, PABP1 MLLE inh 6, NadD block -4, Tb MetRS inh -0.5, LMPTP block -1.4, SUMO1 PPI mod 4, DNMT1 block 9, Rpn11 block inactive, STEP block 0 and Scp1 inh 17.
For COC(=O)CNC(c1ccccc1)c1cc(Br)ccc1NC(=O)CCN1CCOCC1 (stereo not drawn) the results were CSN deneddyl inh 3, PABP1 MLLE inh 1, NadD block 27, Tb MetRS inh -0.6, LMPTP block 1.5, SUMO1 PPI mod -5, DNMT1 block -22, Rpn11 block inactive, STEP block 2 and Scp1 inh 1.
`COc1cccc(NC(=S)N/N=C2\CC(C)(C)Oc3ccc(O)cc32)c1` gave CSN deneddyl inh 0, PABP1 MLLE inh 22, NadD block 3, Tb MetRS inh -0.4, LMPTP block 1.3, SUMO1 PPI mod -5, DNMT1 block -27, Rpn11 block inactive, STEP block -2 and Scp1 inh -5.
CC(C)(C)c1[nH]nc2c1C(c1ccsc1)C(C#N)=C(N)O2 (stereo not drawn) was read as CSN deneddyl inh 2, PABP1 MLLE inh 13, NadD block 1, Tb MetRS inh -0.1, LMPTP block 2.2, SUMO1 PPI mod -2, DNMT1 block -6, Rpn11 block inactive, STEP block -1 and Scp1 inh -3.
For CC(=O)Nc1ccc2c(c1)OCCO2 the results were CSN deneddyl inh 5, PABP1 MLLE inh -6, NadD block -1, Tb MetRS inh -1.4, LMPTP block -0.1, SUMO1 PPI mod 1, DNMT1 block 4, Rpn11 block inactive, STEP block 5 and Scp1 inh 0.
O=C(Nc1ccc(C(=O)N2CCCCC2)cc1)c1ccccc1Br was read as CSN deneddyl inh 4, PABP1 MLLE inh -6, NadD block -2, Tb MetRS inh 0.1, LMPTP block -1.2, SUMO1 PPI mod 0, DNMT1 block -1, Rpn11 block inactive, STEP block -2 and Scp1 inh -2.
Screening NC(=O)C1(Nc2ccccc2)CCCC1 returned CSN deneddyl inh -5, PABP1 MLLE inh 3, NadD block 0, Tb MetRS inh 0.1, LMPTP block 0.1, SUMO1 PPI mod 2, DNMT1 block 2, Rpn11 block inactive, STEP block -1 and Scp1 inh 0.
Screening Cc1ccc(SCC(=O)O/N=C(\N)c2ccc([N+](=O)[O-])cc2)cc1 returned CSN deneddyl inh 2, PABP1 MLLE inh 28, NadD block -7, Tb MetRS inh -0.6, LMPTP block 0.1, SUMO1 PPI mod -28, DNMT1 block -4, Rpn11 block inactive, STEP block -4 and Scp1 inh -8.

Part of the list above in order of SMILES length, ascending:
CCOc1ccc(C2NC(=O)c3n[nH]c(C)c32)cc1 (stereo not drawn) was read as CSN deneddyl inh -6, PABP1 MLLE inh 4, NadD block -8, Tb MetRS inh -0.7, LMPTP block -1.7, SUMO1 PPI mod -4, DNMT1 block 1, Rpn11 block inactive, STEP block 2 and Scp1 inh -7.
O=C(Nc1ccc(C(=O)N2CCCCC2)cc1)c1ccccc1Br was read as CSN deneddyl inh 4, PABP1 MLLE inh -6, NadD block -2, Tb MetRS inh 0.1, LMPTP block -1.2, SUMO1 PPI mod 0, DNMT1 block -1, Rpn11 block inactive, STEP block -2 and Scp1 inh -2.
`O=C(Cn1nc(-c2ccccc2Cl)ccc1=O)Nc1ccc(Br)cc1` gave CSN deneddyl inh 3, PABP1 MLLE inh -1, NadD block -3, Tb MetRS inh 0.1, LMPTP block -3.3, SUMO1 PPI mod 1, DNMT1 block 1, Rpn11 block inactive, STEP block -3 and Scp1 inh -7.

Next part
`CCOC(=O)N1CCN(C(c2ccnc3ccccc23)c2nnnn2-c2ccc3c(c2)OCCO3)CC1` (stereo not drawn) gave CSN deneddyl inh -7, NadD block -4, Tb MetRS inh -0.5, LMPTP block -1.1 and SUMO1 PPI mod 1.
For O=C1CCc2cc(S(=O)(=O)N3CCC(C(=O)NC4CCCC4)CC3)ccc2N1 the results were CSN deneddyl inh -4, PABP1 MLLE inh 1, NadD block 8, Tb MetRS inh -0.7, LMPTP block -0.9, SUMO1 PPI mod 2, DNMT1 block -4, Rpn11 block inactive, STEP block 0 and Scp1 inh -12.
Screening COc1ccc(CN2CCC(=O)N([C@H](CO)CC(C)C)CC2)cc1 returned CSN deneddyl inh -1, PABP1 MLLE inh 1, NadD block 5, Tb MetRS inh -0.2, LMPTP block -1.5, SUMO1 PPI mod -2, DNMT1 block 1, Rpn11 block inactive, STEP block -2 and Scp1 inh -3.
Screening CC(C)OC(=O)CSc1nnc(-c2cnccn2)n1Cc1ccco1 returned CSN deneddyl inh -1, PABP1 MLLE inh -28, NadD block -3, Tb MetRS inh -0.9, LMPTP block -1.4, SUMO1 PPI mod -5, DNMT1 block 0, Rpn11 block inactive, STEP block 2 and Scp1 inh 3.
COc1cc2c(cc1OC)CN(C(=O)c1ccc(OC)c(S(=O)(=O)N3CCCC3)c1)CC2 was read as CSN deneddyl inh 4, PABP1 MLLE inh -8, NadD block 6, Tb MetRS inh -0.2, LMPTP block 0.3, SUMO1 PPI mod 4, DNMT1 block 2, Rpn11 block inactive, STEP block 1 and Scp1 inh -1.
Screening COc1ccc(CCN2CC(C(=O)Nc3cccc(C(C)=O)c3)CC2=O)cc1OC (stereo not drawn) returned CSN deneddyl inh 9, PABP1 MLLE inh -6, NadD block -3, Tb MetRS inh -0.5, LMPTP block 0.6, SUMO1 PPI mod 0, DNMT1 block 4, Rpn11 block inactive, STEP block 0 and Scp1 inh 3.
Screening CCn1c(CN2CCN(Cc3ccc(C)cc3)C(CCO)C2)nc2ccccc21 (stereo not drawn) returned CSN deneddyl inh -4, PABP1 MLLE inh 5, NadD block 1, Tb MetRS inh -0.7, LMPTP block -1.5, SUMO1 PPI mod -4, DNMT1 block 0, Rpn11 block inactive, STEP block 4 and Scp1 inh -1.
For Cc1ccc2c(C)nc(N/C(N)=N/S(=O)(=O)c3ccccc3)nc2c1 the results were CSN deneddyl inh 4, PABP1 MLLE inh 3, NadD block 8, Tb MetRS inh -0.3, LMPTP block 3.3, SUMO1 PPI mod 11, DNMT1 block 10, Rpn11 block inactive, STEP block -1 and Scp1 inh 5.
For CC(C)CN1CCC(Oc2cccc(C(=O)NCCc3ccccc3)c2)CC1 the results were CSN deneddyl inh -6, PABP1 MLLE inh 2, NadD block 1, Tb MetRS inh -0.1, LMPTP block -0.4, SUMO1 PPI mod 3, DNMT1 block 2, Rpn11 block inactive, STEP block 0 and Scp1 inh -7.
For Cc1ccc(CN2CCN(Cc3ccco3)CC2)cc1 the results were CSN deneddyl inh 3, PABP1 MLLE inh -1, NadD block 2, Tb MetRS inh -0.2, LMPTP block -1.7, SUMO1 PPI mod 2, DNMT1 block 8, Rpn11 block inactive, STEP block 1 and Scp1 inh -6.
CN(Cc1cn(C)nc1-c1ccc(Oc2ccccc2)cc1)C1CCOC1 (stereo not drawn) was read as CSN deneddyl inh -7, PABP1 MLLE inh -3, NadD block -10, Tb MetRS inh -0.9, LMPTP block 1.1, SUMO1 PPI mod -2, DNMT1 block -1, Rpn11 block inactive, STEP block 1 and Scp1 inh -4.
